Compound activity: PubChem BioAssay, Sanford-Burnham Center for Chemical Genomics
hIAP activ = increases human intestinal alkaline phosphatase activity; actives 0.16% (n = 330,000); purified human IAP, CDP-Star luminescence, 30 min; hits give high values; 1 = vehicle-only enzyme, 0 = enzyme-free background; AID 2524; activation factor at 10 µM; P09923;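 active means activation factor of the enzyme at least 2-fold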; further: the source names both 10 and 20 µM as test concentration; values of inactives mirror those of a sister screen read the other way
Target sequence (P09923 whole entry, looked up): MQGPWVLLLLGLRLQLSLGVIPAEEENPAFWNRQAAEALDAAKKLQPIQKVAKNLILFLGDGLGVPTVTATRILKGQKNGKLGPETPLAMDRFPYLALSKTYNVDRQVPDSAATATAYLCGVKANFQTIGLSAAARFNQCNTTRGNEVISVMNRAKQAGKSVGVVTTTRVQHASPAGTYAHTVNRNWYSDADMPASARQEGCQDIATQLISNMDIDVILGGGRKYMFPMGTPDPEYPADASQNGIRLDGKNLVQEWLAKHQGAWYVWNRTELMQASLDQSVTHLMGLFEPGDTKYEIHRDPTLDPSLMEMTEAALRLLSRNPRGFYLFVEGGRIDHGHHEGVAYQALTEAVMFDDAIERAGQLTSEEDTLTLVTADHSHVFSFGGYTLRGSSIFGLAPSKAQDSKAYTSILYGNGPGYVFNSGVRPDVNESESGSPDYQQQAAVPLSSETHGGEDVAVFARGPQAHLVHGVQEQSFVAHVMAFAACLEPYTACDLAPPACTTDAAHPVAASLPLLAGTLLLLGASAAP
MIN6 prolif = induces beta-cell replication in MIN6 cells; actives 0.29% (n = 330,000); proliferation, % at 10 µM; MIN6 cells proliferation, ATPlite luminescence, 48 h; cells starved in 0.2% serum; 100% = growth in 10% serum; AID 2380;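 active means compounds whose signal lies at least 3.5 SD above the mean of all wells on their plate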;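 further: 0% = DMSO-treated cells in low-serum medium and 100% = 10% serum control; some compounds called inactive have numbers as strong as hits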
A3G deaminase = APOBEC3G (human) deaminase inhibition | Q9HC16 | recombinant A3G, ssDNA deamination FAM/TAMRA fluorescence | inhibition, % at 20 µM | actives 0.28% (n = 330,000);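 active means inhibition of at least 40% at 20 µM, with no more than 30% in the related APOBEC3A deaminase screen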;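 further: plate controls were DMSO wells with A3G for no effect and wells lacking A3G enzyme for full effect; some compounds called inactive have numbers as strong as hits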
Target sequence (Q9HC16 whole entry, looked up): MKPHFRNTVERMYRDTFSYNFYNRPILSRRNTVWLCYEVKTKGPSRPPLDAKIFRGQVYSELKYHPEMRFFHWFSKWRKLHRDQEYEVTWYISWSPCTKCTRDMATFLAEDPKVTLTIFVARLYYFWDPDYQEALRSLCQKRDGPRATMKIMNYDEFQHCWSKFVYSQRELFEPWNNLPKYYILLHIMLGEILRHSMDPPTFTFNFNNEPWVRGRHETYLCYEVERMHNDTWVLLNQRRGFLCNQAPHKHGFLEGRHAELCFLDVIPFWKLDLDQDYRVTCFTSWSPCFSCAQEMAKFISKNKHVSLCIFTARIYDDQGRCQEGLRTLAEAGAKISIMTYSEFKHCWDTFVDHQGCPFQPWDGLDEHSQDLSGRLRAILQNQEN
hIAP inh = blocks human intestinal alkaline phosphatase; P09923; purified IAP, CDP-Star luminescence, 30 min; inhibition, % at 10 µM; actives 0.12% (n = 330,000); AID 2544;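 active means inhibition reaching a set limit with compound at 10 µM in the primary screen, cut at about 35% in these data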;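 further: plate controls were DMSO wells with enzyme for no effect and no-enzyme buffer wells for full effect; values of inactives mirror those of a sister screen read the other way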
NR3A LBD binder = modulators (binders) of human NR3A ligand-binding domain; Tm shift relative to glycine control, % at 25 µM; actives 2.5% (n = 340,000); NR3A LBD differential scanning fluorimetry, Tm shift; 0% = protein alone, 100% = glycine-bound protein;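 active means melting temperature shift of at least 10% of the positive control shift, at one fixed dose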
MPTP block = inhibitors of mitochondrial permeability transition pore. inhibition, % at 10 µM. AID 602449. actives 1.4% (n = 360,000). isolated mouse mitochondria, Ca2+ swelling absorbance, 30 min;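 active means inhibition of 50% or more, scaled per plate between neutral and stimulator controls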;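 further: 0% = DMSO wells given calcium and 100% = 1 mM EGTA wells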
mIAP block = mouse IAP inhibition. inhibition, % at 10 µM. purified mouse IAP, CDP-Star luminescence, 30 min. AID 2806. actives 0.2% (n = 330,000);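 active means inhibition of at least 40% at 10 µM in the primary screen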;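 further: plate controls were DMSO with enzyme for no effect and no enzyme wells for full effect; values of inactives mirror those of a sister screen read the other way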
A3A deaminase = human APOBEC3A DNA deaminase inhibition | inhibition, % at 20 µM | AID 493011 | actives 0.41% (n = 330,000) | recombinant A3A, FAM/TAMRA ssDNA deamination fluorescence | P31941;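 active means at least 40% inhibition at 20 µM here, with at most 30% in a related deaminase screen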;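 further: plate controls were A3A with DMSO for no effect and wells lacking A3A enzyme for full effect; some results filed as inactive read as strong as hits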
Target sequence (P31941 whole entry, looked up): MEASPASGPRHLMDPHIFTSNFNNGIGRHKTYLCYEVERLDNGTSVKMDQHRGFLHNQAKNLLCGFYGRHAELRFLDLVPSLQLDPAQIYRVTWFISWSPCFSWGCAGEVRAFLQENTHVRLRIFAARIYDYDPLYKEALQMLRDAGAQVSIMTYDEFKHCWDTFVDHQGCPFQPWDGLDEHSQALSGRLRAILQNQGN
mIAP act = mouse IAP activation | muIAP, CDP-Star luminescence, 30 min; hits give high values; 1 = vehicle-only enzyme signal, 0 = enzyme-free wells | activation factor at 10 µM | actives 0.24% (n = 330,000) | AID 2805;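 active means activation factor of at least 2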; further: the source names both 10 and 20 µM as test concentration; values of inactives mirror those of a sister screen read the other way
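Assay system: mouse IAP enzyme / Compound: DMSO-dissolved test compounds / Timing: 30 min, room temperature / Measured by: luminescence from enzymatic CDP-Star hydrolysis / Control set: DMSO-only wells, enzyme-free buffer wells as negative control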
The depositor's hits bear a star; i = inactive; nt = not tested or not shown. The order is random. Share with any hit: about 5%.

Sample of the layout:
Order of values – hIAP activ	MIN6 prolif	A3G deaminase	hIAP inh	NR3A LBD binder	MPTP block	mIAP block	A3A deaminase	mIAP act
O=C(Nc1ccon1)C12CC3CC(C1)CC(n1cnc([N+](=O)[O-])n1)(C3)C2
→ 1	-2	-2	-4	-1	-2.6	5	-1	0.95
O=C(Nc1ccccc1F)Nc1ccccc1F
→ 1.2	-2	-5	-18	-10	1.3	-9	-3	1.1
O=C(CN1C(=O)c2ccccc2S1(=O)=O)NCc1ccccc1Cl
→ 1	-3	-1	-1	1	-1.0	-2	6	1
Cc1cccc(NC(=S)NC(NC(=O)OCc2ccccc2)C(Cl)(Cl)Cl)c1 (centres undefined)
→ 0.78	-5	-3	22	27*	74*	-33	-1	1.3
C=CCOc1ccc2c(c1)C(=NO)c1cc(OCC=C)ccc1-2
→ 1.1	-4	-5	-9	-9	5.9	11	1	0.89
COc1ccc(C2(CNC(=O)Cc3ccc(OC)c(OC)c3)CCCC2)cc1
→ 1	2	-9	-4	-1	1.1	-16	-3	1.2
CSc1nc2c(c(-c3ccccc3)c1C#N)CCC2
→ 0.9	1	-4	10	2	5.3	3	-1	0.97
COc1ccc(Cl)cc1-c1n[nH]c(=S)n1C1CCCCC1
→ 1.1	0	8	-14	1	-0.9	-3	-3	1
CCOC(=O)C1C(=O)NC(C)C1c1ccccc1 (centres undefined)
→ 1.2	-2	-2	-21	0	3.9	5	4	0.95
Cc1ccc(NC(=O)CSc2nncc3ccccc23)cc1
→ 0.99	-2	-9	1	1	0.2	-1	0	1
COc1ccccc1N1CCN(CCCCOc2cccc3ccccc23)CC1
→ 0.93	0	-5	7	-1	4.7	10	-1	0.9
COc1ccc(-c2c(C)oc3c(CN4CCCCC4C)c(O)ccc3c2=O)cc1OC (centres undefined)
→ 1.2	-2	-8	-17	0	-0.6	-6	-1	1.1

All compounds of this part, repeating the preview:
Order of values – hIAP activ	MIN6 prolif	A3G deaminase	hIAP inh	NR3A LBD binder	MPTP block	mIAP block	A3A deaminase	mIAP act
O=C(Nc1ccon1)C12CC3CC(C1)CC(n1cnc([N+](=O)[O-])n1)(C3)C2
→ 1	-2	-2	-4	-1	-2.6	5	-1	0.95
O=C(Nc1ccccc1F)Nc1ccccc1F
→ 1.2	-2	-5	-18	-10	1.3	-9	-3	1.1
O=C(CN1C(=O)c2ccccc2S1(=O)=O)NCc1ccccc1Cl
→ 1	-3	-1	-1	1	-1.0	-2	6	1
Cc1cccc(NC(=S)NC(NC(=O)OCc2ccccc2)C(Cl)(Cl)Cl)c1 (centres undefined)
→ 0.78	-5	-3	22	27*	74*	-33	-1	1.3
C=CCOc1ccc2c(c1)C(=NO)c1cc(OCC=C)ccc1-2
→ 1.1	-4	-5	-9	-9	5.9	11	1	0.89
COc1ccc(C2(CNC(=O)Cc3ccc(OC)c(OC)c3)CCCC2)cc1
→ 1	2	-9	-4	-1	1.1	-16	-3	1.2
CSc1nc2c(c(-c3ccccc3)c1C#N)CCC2
→ 0.9	1	-4	10	2	5.3	3	-1	0.97
COc1ccc(Cl)cc1-c1n[nH]c(=S)n1C1CCCCC1
→ 1.1	0	8	-14	1	-0.9	-3	-3	1
CCOC(=O)C1C(=O)NC(C)C1c1ccccc1 (centres undefined)
→ 1.2	-2	-2	-21	0	3.9	5	4	0.95
Cc1ccc(NC(=O)CSc2nncc3ccccc23)cc1
→ 0.99	-2	-9	1	1	0.2	-1	0	1
COc1ccccc1N1CCN(CCCCOc2cccc3ccccc23)CC1
→ 0.93	0	-5	7	-1	4.7	10	-1	0.9
COc1ccc(-c2c(C)oc3c(CN4CCCCC4C)c(O)ccc3c2=O)cc1OC (centres undefined)
→ 1.2	-2	-8	-17	0	-0.6	-6	-1	1.1
CCOC(=O)c1oc2nc(C)c3c(c2c1N)CC(C)(C)OC3
→ 1.2	0	-5	-17	0	0.5	-4	-6	1
O=C(c1ccccc1Cl)N1CCc2ccccc2C1
→ 1.1	0	-8	-6	-3	-2.0	6	-7	0.94
CCCn1c(N)c(Sc2ccc([N+](=O)[O-])cc2)c(=O)n(CCC)c1=O
→ 0.94	0	-9	6	1	-0.9	6	-4	0.94

Next results follow:
Order of values – hIAP activ	MIN6 prolif	A3G deaminase	hIAP inh	NR3A LBD binder	MPTP block	mIAP block	A3A deaminase	mIAP act
O=C(COC(=O)/C=C/c1ccccc1Cl)NCC1CCCO1 (centres undefined)
→ 1	-1	-4	-4	0	-0.8	-6	-1	1.1
CC1=C(C(=O)OC2CCCCC2)C(c2ccccc2Br)NC(=O)N1 (centres undefined)
→ 1.1	-3	-9	-9	-4	0.0	6	-6	0.94
O=C(NNC(=O)c1sccc1-n1cccc1)Nc1ccc(F)cc1
→ 1	-1	-6	0	-1	-2.1	21	2	0.79
COc1ccc(N(CC(=O)Nc2cccc(C)c2C)S(=O)(=O)c2c(C)n[nH]c2C)cc1
→ 0.9	-3	-5	10	2	3.0	-1	-3	1
CCc1nnc(NC(=O)CSc2nnc(C)n2-c2ccc(C)cc2)s1
→ 1	-1	-5	-2	-3	4.4	9	1	0.91
CCN(CCCNC(=O)COc1cc(=O)n(CC)c2ccccc12)c1ccccc1
→ 0.94	0	-7	6	-2	4.5	-3	0	1
CCC(CO)Oc1cc(NC(=O)c2cccc(F)c2)c2ncn(C(C)C)c2c1 (centres undefined)
→ 1	-2	-6	0	1	-1.0	-7	-3	1.1
CC(C)(C)NC(=O)CN1CCC(O)(c2ccccc2)CC1
→ 1	0	-3	-1	4	-0.5	7	-4	0.93
O=C(COc1ccc(Cl)cc1)N1CCN(S(=O)(=O)c2ccccc2)CC1
→ 1.1	2	-4	-11	0	-0.8	-15	-9	1.2
COc1ccc(OC)c(S(=O)(=O)N2CCC(C(=O)N3CCOCC3)CC2)c1
→ 0.93	1	-4	7	0	0.9	-6	2	1.1
CCCn1c(=O)n(C)c(=O)c2c(SCc3cc(C(C)=O)ccc3OCC)nc(C3CC3)nc21
→ 0.91	-5	1	9	0	nt	-5	-1	1.1
NC(=O)NCCCC(=O)O
→ 0.87	2	-4	13	-2	-1.1	10	0	0.9
CC(=O)Nc1ccc(S(=O)(=O)NCCC(=O)OCc2ccccc2F)cc1
→ 1.2	-1	-8	-19	-1	-2.6	-11	4	1.1
Cc1cccc(N(CC(=O)NC(C)(C)C)C(=O)CCC(=O)Nc2ccccn2)c1
→ 1	-2	6	0	0	-1.0	-4	1	1
COc1ccc(C(=O)C2CCCN(Cc3cccn3-c3ccccn3)C2)c(C)c1 (centres undefined)
→ 1.1	-4	-8	-6	0	7.4	6	1	0.94

The list continues:
Order of values – hIAP activ	MIN6 prolif	A3G deaminase	hIAP inh	NR3A LBD binder	MPTP block	mIAP block	A3A deaminase	mIAP act
Cc1cccc(NC(=O)COc2ccc3c(c2)CCC3)n1
→ 1	-1	-3	-3	0	0.1	-1	2	1
Cc1ccc(CN2CCN(Cc3ccc4cc(F)ccc4n3)CC2CCO)o1 (centres undefined)
→ 1.1	0	-3	-12	1	0.6	0	0	1
CNc1cnn(-c2ccc(C)cc2)c(=O)c1Cl
→ 1.1	-3	-7	-7	2	-3.4	-6	-5	1.1
CC(CNC(=O)C(=O)NC(C)CCc1ccccc1)Cc1ccccc1 (centres undefined)
→ 1.1	-2	-7	-10	-1	0.7	-8	-7	1.1
CCOC(=O)c1cnn(-c2cc(C)cc(C)c2)c1N
→ 0.85	-3	-2	15	0	-1.0	-7	5	1.1
COc1ccc(/C(N)=N/OC(=O)CCc2ccccc2)cc1
→ 0.96	0	-5	4	-1	0.4	-6	0	1.1
CC1(C)CC(=O)C(C=NCC(N)=O)=C(O)C1
→ 0.91	0	-5	9	-3	0.5	-1	-3	1
O=C(CSc1nc(-c2ccccc2)cc(=O)[nH]1)Nc1ccccc1
→ 0.92	-2	-10	8	2	2.5	4	-3	0.96
Cc1ccc(S(=O)(=O)N2CCC(C(=O)Nc3ccc(C(C)C)cc3)CC2)cc1
→ 1	-6	-13	-5	2	1.5	i	-3	6.6*
Nc1ccc(O)c2c1C(=O)c1ccccc1C2=O
→ 0.8	0	76	20	-25	11	31	94	0.69
Cc1ccc(-c2ccc(=O)[nH]n2)cc1
→ 1.2	-1	0	-19	0	0.2	2	3	0.98
CCN(CC)c1ccc(/C=N/NC(=O)c2ccoc2C)c(O)c1
→ 1.4	-6	-5	-36	0	4.4	6	1	0.94
CCOC(=O)c1c(S(=O)(=O)NCC(=O)Nc2ccccc2F)c(C)n(C)c1C
→ 0.92	2	1	8	3	-0.8	-3	-1	1
O=c1c2ccccc2oc2ccc(NCCCn3ccnc3)cc12
→ 1.2	-5	-2	-19	1	-1.1	5	3	0.95
Cc1ccc(S(=O)(=O)Nc2n[nH]nc2C(=O)NC2CCCCC2)cc1
→ 1	2	0	-2	1	-0.1	-4	1	1

Other results
Order of values – hIAP activ	MIN6 prolif	A3G deaminase	hIAP inh	NR3A LBD binder	MPTP block	mIAP block	A3A deaminase	mIAP act
Cc1cc(C)nc(N2CCCC(C(=O)NCc3cccs3)C2)n1 (centres undefined)
→ 0.79	1	-5	22	-1	-1.5	-2	-1	1
CCN(CC(=O)Nc1ccccc1OC)C(=O)c1ccc2[nH]c3c(c2c1)CC(C)CC3 (centres undefined)
→ 1.1	-7	-4	-9	2	0.2	-19	0	1.2
O=C(c1cccc(C(F)(F)F)c1)N1CCc2c([nH]c3ccccc23)C1C(F)(F)F (centres undefined)
→ 1.4	-4	-6	-42	-2	2.7	-11	0	1.1
Cc1ccc2c(c1)N(C(C)C(=O)NCCc1ccccc1)C(=O)CO2 (centres undefined)
→ 1	1	-10	-4	2	1.5	0	-2	1
Cc1ccc(C)c(NC(=O)/C(C#N)=C/c2ccc(Sc3nncn3C)c([N+](=O)[O-])c2)c1
→ 1.1	-5	-3	-5	nt	nt	2	-2	0.98
O=C(CN1c2cccc3cccc(c23)S1(=O)=O)NCc1ccc2c(c1)OCO2
→ 0.94	-2	-6	6	-10	3.4	11	3	0.89
O=C1CC(N2CCN(c3ccccc3)CC2)C(=O)N1c1ccc2c(c1)OCCO2 (centres undefined)
→ 1.1	-2	-8	-12	-1	5.8	-8	-4	1.1
CSCC[C@H](NC(=O)[C@@H]1Cc2ccccc2CN1)C(=O)Nc1ccc2c(c1)OCO2
→ 0.89	-3	6	11	-3	-1.4	2	-1	0.98
CCc1cc(=O)oc2cc(OC(C)=O)cc(OC(C)=O)c12
→ 1.1	0	1	-11	2	1.8	-11	3	1.1
Cc1ccc(C(=O)NCC(=O)NCCCc2ccccc2)cc1
→ 0.95	1	-4	5	5	-0.6	2	1	0.98
COc1cc(/C=C/C(=O)OCC(=O)N2CCCc3ccccc32)ccc1O
→ 0.99	-2	-5	1	0	1.4	11	-3	0.89
O=C(Nc1ccc(Cl)cn1)c1ccc2ccccc2n1
→ 0.94	-2	-5	6	0	1.2	12	-3	0.88
COc1ccc(-c2nnc(COc3ccc(Br)cc3C)o2)cc1
→ 0.98	-4	-2	2	0	0.3	-3	1	1
O=C1NC(=S)S/C1=C\c1coc2ccc(O)cc2c1=O
→ 0.87	-2	-2	13	6	12	46*	5	0.54
O=C(COC(=O)CC1CC2CCC1C2)Nc1c(F)cccc1F (centres undefined)
→ 1.1	-4	-2	-11	-1	-2.0	-1	3	1
CC(=O)Nc1ccc(S(=O)(=O)N(C)CC(=O)Nc2ccccc2N2CCCC2)cc1
→ 1	2	-7	-1	-1	-1.5	-2	-1	1
O=S(=O)(Cc1ccc(Cl)cc1)C1CCCCC1O (centres undefined)
→ 1	-1	-4	0	1	1.6	0	1	1
